Bioassay records (PubChem BioAssay)
ASAP1 inh: ASAP1 ArfGAP inhibition. Q9ULH1. ASAP1-stimulated ARF1 GTP hydrolysis, GDP FP detection. inhibition, % at 16.5 µM. 0.19% of 360,000 active. AID 624377; in the data active means inhibition above about 25%;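 further: 0% = vehicle with enzyme and substrate and 100% = no enzyme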
sPLA2-III inh: Blocks human group III sPLA2 activity. Q9NZ20. QFRET BODIPY PC-A2 liposome hydrolysis, fluorescence. inhibition, % at 12.2 µM. 0.56% of 370,000 active;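 active means inhibition above mean plus 3 SD of compounds lying within the high and low control bounds, cut at about 19% in these data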;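 further: 0% = median of test compound wells and 100% = no enzyme DMSO wells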
GAA850 FXN act: frataxin GAA850 promoter activation. HEK293 lucGAA850 FXN promoter luciferase reporter, 24 h; percent of 10 µM SAHA response. activation, % at 6 µM. 0.56% of 360,000 active;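 active means activation above the average of all compounds screened plus 3 SD, cutoff fixed separately per campaign, cut at about 7.5% in these data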;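 further: 0% = DMSO wells and 100% = 10 µM SAHA wells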
ADAM10 inh: ADAM10 inhibition, QFRET primary screen. recombinant ADAM10, EDANS/DABCYL FRET peptide cleavage, 3 h. O14672. 0.62% of 370,000 active. inhibition, % at 7 µM;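 active means inhibition above a per-campaign cutoff equal to the mean of compounds falling between control-based bounds plus 3 SD, cut at about 20% in these data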;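 further: 0% = DMSO wells while the 100% control is not disclosed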
ARFGAP1 inhibitor: inhibits rat ARF GTPase activating protein 1; Q62848; inhibition, % at 16.5 µM; Arfgap1-stimulated ARF1 GTP hydrolysis, GDP FP detection; 0.26% of 360,000 active;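 active means inhibition above a per-plate limit, mean inhibition of low control wells plus 3 SD, cut at about 25% in these data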;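 further: 0% = DMSO wells with enzyme and 100% = wells lacking Arfgap1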
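system = rat Arfgap1 catalytic domain, aa 1-136 | technique = FP, GDP Alexa 633 tracer displaced from anti-GDP antibody, 620/688 nm | compound = one concentration, 16.5 µM, DMSO 1.26% | medium = HEPES-based buffer, pH 7.5 | timing = compound-enzyme preincubation 20 min, reaction 120 min, detection 60 min, 25 °C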
proKLK7 act: activators of human kallikrein-7 zymogen; purified proKLK7, EDANS-DABCYL substrate fluorescence; 100% is mature enzyme control, 0% vehicle; activation, % at 7 µM; 0.9% of 370,000 active;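 active means activation above the mean of all tested compounds plus 3 SD, computed per campaign excluding outliers beyond control limits, cut at about 13% in these data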
Tn6 DDE FP: DD(E)-Tn6 binding inhibition, primary FP screen; P02675; Fibrin DD(E) TRITC-Tn6 fluorescence polarization displacement; inhibition, % at 8.3 µM; 0.21% of 370,000 active;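 active means inhibition above a per-campaign cutoff: mean of compounds within control limits plus 3 SD, cut at about 15% in these data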;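 further: 0% = median of all compound wells on the plate and 100% = blocking peptide control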
rCAG RNA binder: molecules binding r(CAG) RNA repeats | inhibition, % at 3 µM | r(CAG) RNA repeat, TO-PRO-1 dye displacement fluorescence | 1.3% of 370,000 active | AID 651821;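 active means inhibition above the plate cutoff, the mean of all test compounds on that plate plus 3 SD, cut at about 35% in these data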;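 further: 0% = DMSO alone and 100% = 100 µM mitoxantrone as full dye displacement; higher means more dye released from RNA so lower well fluorescence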
GC-A act: GC-A (human) enzyme activation | HEK293 GC-A cells, cGMP TR-FRET, EC30 ANP; 0% at EC30 ANP, 100% saturating ANP | activation, % at 10 µM | 0.14% of 370,000 active; in the data active means activation above about 40%
Target sequence (P16066 whole entry, looked up): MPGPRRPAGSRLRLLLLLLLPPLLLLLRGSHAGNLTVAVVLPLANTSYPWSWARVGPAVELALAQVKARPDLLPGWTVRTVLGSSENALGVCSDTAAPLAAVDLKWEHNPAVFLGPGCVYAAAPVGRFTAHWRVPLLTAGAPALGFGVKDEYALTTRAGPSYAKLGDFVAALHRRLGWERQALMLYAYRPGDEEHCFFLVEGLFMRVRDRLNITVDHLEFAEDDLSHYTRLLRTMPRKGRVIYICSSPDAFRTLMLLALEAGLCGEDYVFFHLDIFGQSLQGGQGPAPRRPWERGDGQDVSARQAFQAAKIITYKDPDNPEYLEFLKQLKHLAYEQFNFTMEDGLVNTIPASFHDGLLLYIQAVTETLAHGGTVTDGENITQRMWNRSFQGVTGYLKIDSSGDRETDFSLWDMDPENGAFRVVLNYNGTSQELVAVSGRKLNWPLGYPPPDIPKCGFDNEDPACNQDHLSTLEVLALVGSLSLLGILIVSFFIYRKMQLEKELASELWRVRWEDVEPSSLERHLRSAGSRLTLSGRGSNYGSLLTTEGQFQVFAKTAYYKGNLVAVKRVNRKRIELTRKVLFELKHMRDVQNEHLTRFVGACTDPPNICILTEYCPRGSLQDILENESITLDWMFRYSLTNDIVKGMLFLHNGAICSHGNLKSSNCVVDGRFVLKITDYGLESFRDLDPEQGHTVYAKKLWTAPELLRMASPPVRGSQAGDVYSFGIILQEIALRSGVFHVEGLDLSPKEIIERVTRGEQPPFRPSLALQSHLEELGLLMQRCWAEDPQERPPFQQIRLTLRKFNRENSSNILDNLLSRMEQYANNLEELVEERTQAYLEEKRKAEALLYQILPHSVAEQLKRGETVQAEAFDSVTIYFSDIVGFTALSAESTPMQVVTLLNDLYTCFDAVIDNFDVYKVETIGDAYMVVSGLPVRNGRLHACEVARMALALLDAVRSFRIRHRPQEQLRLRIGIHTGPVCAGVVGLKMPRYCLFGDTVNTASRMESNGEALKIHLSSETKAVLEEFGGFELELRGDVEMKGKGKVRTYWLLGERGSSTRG
NPR2 activator: GC-B (human) receptor activation | AID 1920062 | activation, % at 10 µM | HEK293-GC-B cells, CNP EC30, cGMP TR-FRET; 0% at EC30 CNP, 100% saturating CNP | 0.11% of 370,000 active | P20594;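 active means activation at 10 µM reaching about 35% in either raw or pattern-adjusted values, limit read from the data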
Starred values were filed as active, the others as inactive; / = no result given.

SMILES	ASAP1 inh	sPLA2-III inh	GAA850 FXN act	ADAM10 inh	ARFGAP1 inhibitor	proKLK7 act	Tn6 DDE FP	rCAG RNA binder	GC-A act	NPR2 activator
Cc1cc(-c2nnc(CCC(=O)N3CCN(Cc4cccnc4)CC3)o2)c(C)o1	0	3	2.3	-1	3	-0.1	-4	-4	1	7
COc1cc(CNc2ccc(N3CCN(C(C)=O)CC3)cc2)ccc1OCc1ccc(F)cc1	-1	0	0.0	-47	3	-1.1	0	3	-3	2
O=C(Nc1ccccc1)Nc1cccc(-c2nnco2)c1	-7	-9	3.8	13	-9	0.3	1	4	0	1
Cn1cccc1C(=O)N1CCN(S(=O)(=O)c2cccs2)CC1	/	6	/	-5	/	-0.2	3	4	1	0
CC(C)CNS(=O)(=O)c1ccc(CCC(=O)Nc2ccc3c(c2)OCO3)cc1	-11	-18	-1.1	-6	-3	0.0	0	1	-3	-1
O=C(c1cc2ccccc2o1)N1CCOCC1	12	3	1.6	-9	10	0.0	-9	4	2	4
C=CCN1C(=O)CN=C1Nc1ccc(F)cc1	-10	5	1.3	6	8	0.4	5	2	2	0
CCCCNc1ncnc2c1cnn2-c1ccccc1	-9	-8	-3.1	1	6	0.3	3	-1	1	-9
CCOC(=O)C(=O)Nc1nnc(CCc2ccccc2)s1	-6	8	0.6	1	-13	-0.4	3	2	1	2
O=C(C[C@H]1C[C@@H]2c3cc(NC(=O)c4ccc5c(c4)OCO5)ccc3O[C@@H]2[C@H](CO)O1)NCc1cc(F)ccc1F	-5	-13	2.0	-5	-6	0.2	0	6	3	4
CN1CCC(OC(c2ccccc2)c2ccc(Cl)cc2)C1 (configuration not stated)	-14	0	-1.1	-6	-5	-0.2	7	2	-34	-14
CCOC(=O)C1=C(C)NC(=O)NC1c1ccoc1 (configuration not stated)	8	7	-2.9	4	1	-0.3	2	-3	-3	5
COc1ccc(Cc2nnc(NC(C)=O)s2)cc1	0	-3	-1.9	-3	-8	0.6	4	1	-3	1
COC(=O)c1ccccc1-c1ccc(/C=C2\C(=O)N(c3ccccc3)N=C2c2ccccc2)o1	6	-1	-0.6	6	6	0.1	4	8	-8	-1
CSc1ccccc1OCc1cc(C(=O)N(C)Cc2cnccn2)no1	-1	-1	3.9	-8	-1	-0.4	-1	0	6	-1
O=C(Cn1cnc2c(nnn2Cc2ccccc2F)c1=O)NCc1ccco1	0	4	1.5	16	7	0.0	4	6	6	3
Fc1ccccc1NC(=S)N1CCN(Cc2ccc3c(c2)OCO3)CC1	16	1	1.4	3	10	0.1	-3	-3	0	-2
Cc1c(Cl)cccc1NC(=S)NCCC(c1ccccc1)c1ccccc1	2	-12	-0.6	15	-3	0.5	-12	4	-10	-7
CC(C)=CCN1CCN(Cc2cccc3nonc23)CC1CCO (configuration not stated)	-1	1	-1.7	3	-6	0.6	-6	-2	3	-3
CCOC(=O)N1CCC(=NNC(=O)NC2CCCCC2)CC1	8	1	1.5	-2	9	-0.6	-1	-5	3	4
CCN(CC(=O)Nc1ccc2c(c1)OCCO2)C(=O)c1ccc(C(F)(F)F)cc1	6	4	2.6	-5	2	-0.7	-10	-2	0	-3
Cc1cc(NC(=O)Cn2nnc(-c3ccccc3NC(=O)c3ccccc3F)n2)no1	3	-5	-2.5	9	7	-0.4	4	3	-3	0
CN1CCN(C(=O)CCc2ccc(S(=O)(=O)NC3CCCCC3)cc2)CC1	10	-2	2.0	-5	0	0.3	2	-8	6	-2
COc1ccc(NC(=O)C2CCCN2S(=O)(=O)c2ccc(Cl)cc2)cc1 (configuration not stated)	2	-3	-0.4	4	-1	-0.1	-6	3	0	2
CCN1C(=O)CSC1=Nc1ccc(C(=O)O)cc1	-2	7	0.2	-8	7	0.4	-6	-35	1	-2
Brc1ccc(NC(c2ccccc2)c2ccncc2)cc1 (configuration not stated)	-12	3	1.7	6	-11	-0.1	2	1	-27	-1
COc1ccccc1N1CCN(Cc2cc(=O)c(OCC(=O)NC3CCCC3)co2)CC1	6	0	-0.8	-4	3	-0.4	0	-6	-2	3
O=C(c1ccc(S(=O)(=O)Nc2cccc(C(F)(F)F)c2)cc1)N1CCC1	0	-10	1.6	-2	0	-0.1	3	3	3	-10
O=C(OC1CCOC1=O)c1cccc(S(=O)(=O)Nc2ccc(F)cc2)c1 (configuration not stated)	-6	-24	-0.2	4	-4	-0.1	4	9	-2	4
O=CNc1ccc(S(=O)(=O)NCc2ccccc2)cc1	10	1	0.2	1	-15	-0.3	6	-3	-1	5
COc1ccc(NC(=O)C2(N(CC(C)C)C(=O)Cn3nnnc3N)CCCCC2)cc1	1	-8	-0.6	-6	6	0.4	-2	3	3	5
CCOc1ccc(NC(=O)Cc2ccc(S(=O)(=O)N3CCOCC3)s2)cc1OCC	-4	-16	0.0	-2	5	0.4	3	6	-1	1
Cc1ccc(NC(=O)Cn2ccc([N+](=O)[O-])n2)cc1Cl	2	-4	-0.1	-6	0	0.0	-11	-1	0	1
CC1=C(C(=O)Nc2ccc(Cl)cc2C(=O)N2CCC(C(N)=O)CC2)SCCO1	-17	2	-1.8	1	-2	0.2	-5	0	-1	0
Cc1ccc2c(Cl)c(C(=O)NCC(c3ccco3)N3CCCC3)sc2c1 (configuration not stated)	3	-6	1.2	4	-1	0.8	-1	1	-4	-2
Cc1nsc(Nc2ccc([N+](=O)[O-])cc2)c1C#N	4	-4	0.0	1	-2	0.4	0	0	3	6
CCCCNC(=O)C(c1ccc(-c2ccccc2)cc1)N(CCN1CCOCC1)C(=O)CCCCCN1C(=O)NC(c2ccc([N+](=O)[O-])cc2)C(C(=O)OCc2ccccc2)=C1C (configuration not stated)	12	-14	/	8	17	0.3	-9	16	-1	-1
CCn1c2ccccc2c2cc(NC(=O)c3ccccc3[N+](=O)[O-])ccc21	5	1	0.5	2	6	-0.3	-6	10	-21	0
COc1cc2c(cc1OC)[C@@H](NC(=O)c1ccc(C(F)(F)F)cc1)[C@H](OCc1ccccc1)C2	-2	6	0.8	-9	-10	0.1	8	2	-5	-2
COc1ccc(CCNC(=O)COc2ccc(C)nc2[N+](=O)[O-])cc1	0	3	5.6	-1	-6	0.1	2	-8	-4	1
O=C(O)c1nn(CCOc2cccc(Cl)c2)c(=O)c2ccccc12	3	-12	0.5	7	-4	0.2	10	0	1	-2
CCOC(=O)N1CCC(N2Cc3cccc(C(=O)O)c3C2=O)CC1	-6	14	0.3	-5	-7	-0.3	2	-1	3	8
Cc1ccc(OCC(=O)NCCNC(=O)c2cnccn2)cc1	2	-2	1.8	-1	2	0.8	7	-2	-2	1
O=C(Nc1ccccc1)c1ccc(COc2ccccc2)cc1	-2	1	1.2	3	3	-0.5	5	-2	4	8
CCOC(=O)Cc1cc(=O)n2[nH]c(C)c(-c3ccccc3)c2n1	14	-12	-1.0	-19	2	-1.0	1	16	36	43*

Of the compounds above, three contain a thiophene ring, fused or not.
SMILES	ASAP1 inh	sPLA2-III inh	GAA850 FXN act	ADAM10 inh	ARFGAP1 inhibitor	proKLK7 act	Tn6 DDE FP	rCAG RNA binder	GC-A act	NPR2 activator
Cn1cccc1C(=O)N1CCN(S(=O)(=O)c2cccs2)CC1	/	6	/	-5	/	-0.2	3	4	1	0
CCOc1ccc(NC(=O)Cc2ccc(S(=O)(=O)N3CCOCC3)s2)cc1OCC	-4	-16	0.0	-2	5	0.4	3	6	-1	1
Cc1ccc2c(Cl)c(C(=O)NCC(c3ccco3)N3CCCC3)sc2c1 (configuration not stated)	3	-6	1.2	4	-1	0.8	-1	1	-4	-2

(cont.)
SMILES	ASAP1 inh	sPLA2-III inh	GAA850 FXN act	ADAM10 inh	ARFGAP1 inhibitor	proKLK7 act	Tn6 DDE FP	rCAG RNA binder	GC-A act	NPR2 activator
COc1ccc(NC(=O)CN2CCN(c3ccccc3F)CC2)cc1	-18	0	-1.2	4	3	-0.7	-8	-5	4	4
CC(C(=O)N1CCN(c2ccccc2)CC1)c1ccc([N+](=O)[O-])cc1 (configuration not stated)	-2	11	2.9	-5	12	0.6	-6	3	-9	-2
CCOC(=O)C1=C(CSc2nc(-c3ccccc3)ccc2C#N)OC(N)=C(C#N)C1c1ccccc1 (configuration not stated)	27*	-31	4.0	-492	5	470*	0	10	-4	-7
CCC(=O)N1CCc2cc(S(=O)(=O)N(C)c3ccc(Br)cc3)ccc21	-6	-1	-0.7	2	-5	0.7	-5	2	-6	-5
Cc1nc2c(c(=O)c3ccccc3n2C)c(=O)n1C1CCCC1	2	-10	/	0	-4	0.2	2	1	-20	-15
COC(=O)/C=C1/SC(=NC(=O)c2ccc(F)cc2)NC1=O	-7	2	-1.0	7	-10	0.6	2	8	0	-2
O=[N+]([O-])c1cccc(Oc2cnccn2)c1	1	2	-1.1	7	11	-0.5	5	2	5	1
Cc1cccc(Cl)c1NNC(=O)Nc1c([N+](=O)[O-])c(C)nn1C	13	17	2.9	-2	4	-0.1	-9	-3	-6	7
CC1=C(C(=O)Nc2ccccc2Cl)C(c2ccc(N(C)C)cc2)NC(=O)N1 (configuration not stated)	-6	1	-1.1	-7	9	0.2	-7	-1	2	-4
O=C(NC1CCN(Cc2ccc(Cl)cc2Cl)CC1)c1ccccc1	10	-6	-0.6	-1	-6	0.4	2	9	-2	2
CCN1/C(=C/c2ccc3cc(C)ccc3[n+]2CC)Sc2cc(C)c(C)cc21	8	12	-9.1	1	-2	-0.3	2	-9	-39	-13
Cc1nn(CC(=O)Nc2ccc(C(=O)N(C)C)cc2)c(=O)c2ccccc12	-3	0	-4.2	5	2	0.1	6	4	-2	4
CCCn1c(N)c(N2CCCCC2)c(=O)n(CC(=O)Nc2ccccc2)c1=O	-14	-11	1.4	-3	-14	0.5	5	-2	-4	1
Cc1ccc(S(=O)(=O)NN2C(=O)c3ccccc3NC2c2cccc(O)c2)cc1 (configuration not stated)	-3	-4	0.8	-72	11	5.0	8	0	-1	-3
COCCN(CCOC)c1ncnc2c1cnn2-c1ccccc1	-5	-3	2.9	-6	2	-0.1	-3	-1	2	-1
CC(=O)N1CCc2c(sc3c2c(=O)n(-c2ccccc2)c(=O)n3Cc2ccccc2Cl)C1	3	-1	2.0	-3	-11	0.7	1	2	5	4
CCCCC[C@@H](O)c1cc2ccccc2c(=O)o1	-12	0	5.5	2	-5	0.2	16*	-6	-2	-3
COc1ccc(-c2ccc3oc(-c4ccsc4)cc(=O)c3c2)cn1	3	3	1.5	-21	-8	-2.3	4	0	13	16
Cc1ccccc1NC(=S)NCc1ccccc1	0	13	-0.6	7	-1	-0.1	-1	0	2	-2
O=C(O)C1=CCC(c2ccc(Cl)c(Cl)c2)N(S(=O)(=O)c2ccc(F)cc2)C1c1cccc(F)c1 (configuration not stated)	5	-26	/	10	-12	0.0	1	72*	0	2
CC1CN(c2ccc([N+](=O)[O-])nc2)CC(C)O1 (configuration not stated)	-4	5	-0.4	5	-1	0.2	0	-3	-1	1
Cc1cc(C)c(S(=O)(=O)Nc2ccc3c(c2)CCC3)c(C)c1	13	-22	1.4	18	-10	0.5	-2	0	-9	-9
